Compound activity: PubChem BioAssay, National Center for Advancing Translational Sciences (NCATS)
Pf Dd2 inh: qHTS Primary assay for Inhibitors of Plasmodium falciparum Dd2 growth in vitro. P. falciparum Dd2 growth, SYBR Green, 72 h. Potency, µM (titrated, usually from 28.9 µM), inactives show top-dose activity, negative = inhibition, most hits filed as inhibitors. 4.3% of 120,000 active; active means well fitted inhibition curve with a large enough effect; inconclusive means small, poorly fitted or top-dose-only effect; inactive means no such curve, though single readings can be large or run the other way;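 further: plate controls were DMSO vehicle for no effect and reference drug for full effect; nearly all actives have a fitted effect of over 65% in size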
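Infected erythrocytes (Dd2, 0.3% parasitemia, 2.5% hematocrit final) are added to compound in RPMI-1640/Albumax II medium, grown 72 h at 37C in low oxygen, then lysed with saponin/Triton-X containing SYBR Green and read by fluorescence.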
An asterisk follows results filed as active; i = inactive; ? = inconclusive; [ ] = remark or other dose. Potency means the concentration at half of the fitted maximal effect.

SMILES | Pf Dd2 inh
O=C(CCC1CCCC1)N1CCc2c([nH]c3ccccc23)C1c1ccc(F)cc1 (stereo not given) | 11µM*
CCOC(=O)c1ccc(NC(=O)Cn2c(-c3ccc(F)cc3)nc(C)c(CCO)c2=O)cc1 | ?
N[C@@H](Cc1cnc[nH]1)C(=O)N1CCC(c2cc(N3CCCC3)ncn2)CC1 | 18%
Cc1ccc(C(C)C)c(OCC(=O)Nc2ccc(C(=O)OC3CCCCC3)cc2)c1 | i
O=c1n(-c2ccc(Cl)cc2)nc2n1CCN(CC1CCCCC1)C2 | -8%
O=C(NCc1ccc(Cl)cc1)C1CCCN(c2cnn(Cc3ccccc3)c(=O)c2)C1 (stereo not given) | 11µM*
O=C(CC1CCN(C(=O)Nc2ccccc2F)C1)NCc1ccccc1 (stereo not given) | 65%[activator]
CN(Cc1ccccc1)S(=O)(=O)c1ccc(F)c(C(=O)Nc2ccccc2C(F)(F)F)c1 | 23%[0.594 µM]
Cc1cc(C)cc(NC(=O)CSCn2nnc3c(=O)[nH]c(Cc4ccc(F)cc4)nc32)c1 | 32%[activator]
CCn1cc(S(=O)(=O)c2ccc(C)cc2C)c(=O)c2cc(F)c(N3CCCCC3)cc21 | 11µM*
Cc1ccc(-n2nc3n(c2=O)CCN(C(=O)c2ccc(C(F)(F)F)cc2)C3)cc1 | i
COc1ccc(-c2nc(C)nc3c2CCN(C(=O)c2ccc4c(c2)OCO4)CC3)cc1 | i

The list goes on; it opens with the three that closed the last part.
SMILES | Pf Dd2 inh
CCn1cc(S(=O)(=O)c2ccc(C)cc2C)c(=O)c2cc(F)c(N3CCCCC3)cc21 | 11µM*
Cc1ccc(-n2nc3n(c2=O)CCN(C(=O)c2ccc(C(F)(F)F)cc2)C3)cc1 | i
COc1ccc(-c2nc(C)nc3c2CCN(C(=O)c2ccc4c(c2)OCO4)CC3)cc1 | i
COc1ccc(NC(=O)C2CCCN(c3cnccn3)C2)c(OC)c1 (stereo not given) | 32%[activator]
Cc1cc(C)cc(OCC(=O)NCC2(N(C)C)CCCCC2)c1 | ?
CCN(CC)c1ccc(NC(=O)C2CCN(S(=O)(=O)c3c(C)noc3/C=C/c3ccccc3F)CC2)c(C)c1 | i
Cc1ccc2nc(-c3ccc(NC(=O)COc4ccc(Cl)c(C)c4)cc3)sc2c1 | 49%[activator]
CC(Sc1cn(CCNC(=O)c2ccccc2F)c2ccccc12)c1ccccc1 (stereo not given) | -20%
Cc1cccc(OCC(=O)OCc2cc(=O)n3nc(-c4cccs4)sc3n2)c1 | -12%
CN(C)c1cccc(-c2cnc(Nc3cccnc3)c3c2CCO3)c1 | 13µM*
CCC1(N2CCN(S(=O)(=O)c3ccc4c(c3)CCCC4)CC2)CCN(C(=O)C(C)C)C1 (stereo not given) | ?
CC(=O)N1CCCCC1c1nc(-c2ccccc2)n[nH]1 (stereo not given) | -2%
COc1ccc(NC(=O)c2cc3sc(C)c(CN4CCCCC4)c3[nH]2)cc1OC | 2.2µM*
O=C(c1ccc(-c2ccccc2CO)nc1)N1CCCN(c2ncccn2)CC1 | -4%
CC(=O)N1CCCN(c2nc3ncccc3o2)CC1 | 12%[44.1 µM]
Cn1c(C(=O)N2CCC(C(=O)NCCc3ccc(S(N)(=O)=O)cc3)CC2)cc2sccc21 | 1%
COC(=O)c1cc(NC(=O)CC2C(=O)OCCN2Cc2ccccc2)cc(C(=O)OC)c1 (stereo not given) | ?
CC(=O)c1cccc(NC(=O)c2nc3ccccc3nc2N2CCCCC2)c1 | i
O=C(c1c(O)cccc1O)N1CCOC(C(F)(F)F)C1 (stereo not given) | -16%
COc1ccc(CN2Cc3[nH]cnc3C[C@H]2C(=O)NCc2ccccc2)c2ccccc12 | ?
COCCNc1ncc(-c2cccc(OC)c2)c2c1OCC2 | ?
Cc1c(NC(=O)c2ccc(N3CCC(C)CC3)c([N+](=O)[O-])c2)cccc1-c1nc2ccccc2o1 | -3%
CS(=O)(=O)c1ccc(-c2cnc([C@@H]3COCCN3C3CCCCC3)[nH]2)cc1 | -21%[44.1 µM]
CCC(O)c1nc2ccccc2n1CCOc1cc(C)cc(C)c1 (stereo not given) | ?
CCOC(=O)c1c(C)oc2nc(C)nc(NCCCN3CCN(c4ccccc4OC)CC3)c12 | ?
CC(=O)N1CCOc2cc(S(=O)(=O)Nc3c(C)cccc3C(C)C)c(Cl)cc21 | ?
COc1ccc(S(=O)(=O)N2CCC(C(=O)NC(C)c3ccccc3)CC2)cc1 (stereo not given) | 44%[activator]
CCc1ccc(C(=O)c2cn(CC(=O)Nc3ccc4c(c3)OCO4)c3cc(OC)c(OC)cc3c2=O)cc1 | ?
COc1ccc(C(=O)N2CCC3(CC2)CCC(O)(CN(C)C)CC3)cc1 | -20%
O=C(Nc1cccc(Cl)c1F)N1CCCC(Cn2c(C3CC3)nc3cccnc32)C1 (stereo not given) | -24%
Cc1sc2ncn(CC(=O)N(C)c3ccc(Br)cc3)c(=O)c2c1S(=O)(=O)N1CCC(C)CC1 | 3%
CCOc1ccc2nc(N(Cc3cccnc3)C(=O)c3cccs3)sc2c1 | ?
Cn1nc(C(=O)NCCc2noc(-c3ccncc3)n2)c2ccccc21 | -19%
O=C(Nc1ccc(NC(=O)c2cccs2)cc1)c1ccc(Cl)cc1 | 29%
Cc1ccc(CNC(=O)C2CCN(c3nn4cc(-c5ccc(F)cc5)nc4s3)CC2)cc1 | 61%[activator]
Cc1ccc(C(=O)N2CC(=O)Nc3ccc(Br)cc3C2c2ccc(F)cc2)cc1C (stereo not given) | -8%
CCc1nc2c(c(-c3ccc(OC)cc3)n1)CCN([S+](=O)([O-])c1cccc(OC)c1)CC2 | ?
Cc1cc(C[C@@H]2COC[C@@H]2NC(=O)c2cc(CC(C)C)nc(N)n2)on1 | 9%
O=C(c1ccc(Br)o1)N1CCCN(c2cc(-c3ccc(Cl)cc3)[nH]n2)CC1 | -14%
Cc1ccc(NC(=O)c2oc3ccc(S(=O)(=O)N(C)C4CCCCC4)cc3c2C)c(C)c1 | i
Cc1ccc(-c2ccc3nnc(CNC(=O)CSc4ccncc4)n3n2)cc1 | -7%
CN1C(=O)[C@@H]2C[C@@H](CN2Cc2ccc(F)cc2)Oc2ccccc21 | -22%[44.1 µM]
Cc1cc(=O)n(CC(=O)Nc2ccc(F)cc2)c(N(C)Cc2ccccc2)n1 | i
O[C@@H]1CC(CNCc2ccc(F)cc2)(COc2cnccn2)C[C@@H]1O (stereo not given in full) | -14%[44.1 µM]
CC(=O)N1CCC2(CC1)CCN(Cc1cccs1)c1ccccc1O2 | ?
COc1cccc(S(=O)(=O)N2CCC3(CC2)CC(N(C)Cc2ccccc2)CCO3)c1 (stereo not given) | ?
CCCN(C)C(=O)COc1ccc(NC(=O)C2CC2)cn1 | -3%
CCc1cc(N2CCN(CC3(O)CCCNC3)CC2)ncn1 (stereo not given) | -2%
Cc1ccc(C(C)CCN2CCC(N3CCC(C(=O)NC4CC4)CC3)CC2)o1 (stereo not given) | -13%
O=C(NCc1cccc(Cl)c1)[C@@H]1C[C@H](c2ccc(F)cc2)N([S+](=O)([O-])C2CC2)C1 | i
Cc1ccc(Nc2c(-c3ccccc3O)nc3ccc(Br)cn23)cc1 | -17%
CN(C)c1cccc(C(=O)NC2CCN(c3cc(-c4ccc(F)cc4)[nH]n3)CC2)c1 | i
Cc1ccc(Cc2nc3ccccc3nc2SCC(=O)N2CCc3ccccc32)cc1 | 23%
COc1ccc(C(=O)N2[C@@H]3CC[C@H]2CC(NC(=O)c2cnc(C)cn2)C3)cc1F (stereo not given in full) | i
CC(=O)N1CCC(N[C@@H]2CC[C@@H]2NC(=O)CCn2nnc3ccccc32)CC1 | 25%
CN1CCC(OC2CCN(C(=O)CCCc3ccccc3)CC2)CC1 | ?
COc1cccc(C2=NS(=O)(=O)N(C)C(C(=O)Nc3ccccc3SC)=C2)c1 | ?
Cc1nnc(NC(=O)NCCn2nc(-c3ccccc3)ccc2=O)s1 | -12%
COc1ccccc1-c1cc2nc(C)c(CCC(=O)NCCc3ccc(SC)cc3)c(C)n2n1 | 13µM*
COc1ccccc1-c1[nH]nc2ncc(C(=O)NCc3ccccc3)nc12 | i
CCOc1ccc(CCNC(=O)C2CCCN(S(=O)(=O)N(C)c3ccc(F)cc3)C2)cc1 (stereo not given) | -15%
COc1cccc(CC(=O)NCCc2noc(-c3cccnc3)n2)c1 | 17%
Cc1ccccc1C(=O)N1CCN(c2cc(-c3ccc(F)cc3)[nH]n2)CC1 | 0%
(further entries)
SMILES | Pf Dd2 inh
COc1cccc(CNC(=O)C2CCC(CNS(=O)(=O)c3cccs3)CC2)c1 (stereo not given) | 12%
COc1ccc(-c2onc(C)c2C)cc1S(=O)(=O)N1CCc2ccccc21 | i
COc1ccc(Cl)cc1NC(=O)c1nc(S(C)(=O)=O)ncc1N(Cc1ccc(C)cc1)Cc1ccco1 | ?
CCN(CC)C(=O)N1CCC2(CC1)CC(N1CCN(c3ccccn3)CC1)CCO2 (stereo not given) | -13%
Cc1nc(C(=O)N2CCn3nc(Cc4ccccc4)cc3C2)cs1 | -12%
Cc1cccc(-n2ncc3c2CCCC3NC(=O)c2c(F)ccc(F)c2F)c1C (stereo not given) | -15%
Cc1ccc(-n2c(SCC(=O)N3CCC(C)CC3)nc3c([nH]c4ccccc43)c2=O)cc1 | -2%
Cc1oc(-c2ccccc2F)nc1Cn1c(SCc2cccc(Cl)c2)nc2ccncc21 | ?
Cc1ccc([N+](=O)[O-])cc1S(=O)(=O)N1CCn2cccc2C1c1ccc(F)c(F)c1 (stereo not given) | ?
O=S(=O)(c1cc(F)ccc1F)N1[C@H]2CC[C@@H]1c1cncnc1C2 | -14%
COC(=O)C1=C(C)N=C2SC=C(CC(=O)NCc3ccccc3)N2C1c1ccccc1OC (stereo not given) | ?
OC1(c2cnc(CN3CCC3)s2)CCNCC1 | 5%[44.1 µM]
Cn1c(=O)c2c(nc(N3CCOCC3)n2Cc2ccc(Br)cc2)n(C)c1=O | 20%
O=C(CCC[C@@H]1[C@H]2CCCN3CCC[C@@H](CN1Cc1ccccc1)[C@@H]23)Nc1cccnc1 | ?
Cc1ccc(NC(=O)CSc2nc(=O)n(CCN3CCOCC3)c3c2CCC3)c(C)c1 | i
CN1CCN(c2cc(=O)c3ccnc(-c4cn[nH]c4)c3o2)CC1 | ?
COc1ccc(C)cc1NC(=O)N1CCC(Oc2ncccc2C(=O)N2CCOCC2)C1 (stereo not given) | i
COc1cc(NC(=O)c2cc3cc4ccc(C)cc4nc3o2)cc(OC)c1OC | ?
CCc1noc(-c2cn(C3CCCN(C(=O)COc4cccc(C)c4)C3)nn2)n1 (stereo not given) | -21%
COc1ccc(S(=O)(=O)N2CCC(CCOc3ccccc3F)C2)cc1 (stereo not given) | i
COc1ccc(NC(=O)Cn2cnc3sc(C)c(S(=O)(=O)N4CCN(C)CC4)c3c2=O)cc1Cl | 10%
COCCc1nncn1C1CCN(C(=O)c2ccccc2C(F)(F)F)CC1 | i
Cc1cccc(-n2c(/C=C\c3cccc(Br)c3)nc3ccccc3c2=O)c1 | 33%[activator]
CCCN(C(=O)CCc1nc(-c2ccccc2F)no1)c1ccc(CC)cc1 | -23%
Cc1ccc(CN2CCC(CNC(=O)Nc3cccc(C)c3C)C2)cc1 (stereo not given) | -21%
Cc1ccccc1[C@H]1[C@@H](C(=O)N(C)Cc2ncccc2C)C[C@@](C)(C(=O)O)N1C | 0%
CN(C)c1ccc(C(=O)N2CC[C@@H](CC(=O)O)[C@@H](CCN3CCN(c4cccc(C(F)(F)F)c4)CC3)C2)cc1 | ?
O=C(O)CCC(=O)N1CCN(C2CCNCC2)C(=O)C1 | 11%
Cc1nn(-c2ccccn2)c(C)c1[C@@H]1C=C[C@@H](NC(=O)CCCC(=O)O)C1 | 22%[44.1 µM]
CC(=O)N1CCN(Cc2nc3c(n2Cc2ccccc2)C(=O)N(Cc2ccccc2C#N)CCN3)CC1 | i
COc1cc(Cl)ccc1C(=O)NC1CCN(c2cc(-c3ccc(F)cc3)[nH]n2)C1 (stereo not given) | i
CCCS(=O)(=O)NC[C@H]1C[C@@H]2CCN1C[C@@H]2c1cc(-c2ccccc2)nn1C | i
CN(C)CCNC(=O)C1CCN(c2nc3ccccc3[nH]2)CC1 | 31%[activator]
Cc1ccc(-c2nc(CSc3nnc(C)n4c3cc3occc34)c(C)o2)cc1 | -15%
c1ccc(N2CCN(c3ncnc4c3nc3n4CCCC3)CC2)cc1 | i
c1ccc2c(CN3CCC[C@H]3c3nc(-c4ccc(OC5CCCCC5)nc4)no3)c[nH]c2c1 | ?

Among those listed so far, 12 have a Cl atom:
SMILES | Pf Dd2 inh
O=c1n(-c2ccc(Cl)cc2)nc2n1CCN(CC1CCCCC1)C2 | -8%
O=C(NCc1ccc(Cl)cc1)C1CCCN(c2cnn(Cc3ccccc3)c(=O)c2)C1 (stereo not given) | 11µM*
Cc1ccc2nc(-c3ccc(NC(=O)COc4ccc(Cl)c(C)c4)cc3)sc2c1 | 49%[activator]
CC(=O)N1CCOc2cc(S(=O)(=O)Nc3c(C)cccc3C(C)C)c(Cl)cc21 | ?
O=C(Nc1cccc(Cl)c1F)N1CCCC(Cn2c(C3CC3)nc3cccnc32)C1 (stereo not given) | -24%
O=C(Nc1ccc(NC(=O)c2cccs2)cc1)c1ccc(Cl)cc1 | 29%
O=C(c1ccc(Br)o1)N1CCCN(c2cc(-c3ccc(Cl)cc3)[nH]n2)CC1 | -14%
O=C(NCc1cccc(Cl)c1)[C@@H]1C[C@H](c2ccc(F)cc2)N([S+](=O)([O-])C2CC2)C1 | i
COc1ccc(Cl)cc1NC(=O)c1nc(S(C)(=O)=O)ncc1N(Cc1ccc(C)cc1)Cc1ccco1 | ?
Cc1oc(-c2ccccc2F)nc1Cn1c(SCc2cccc(Cl)c2)nc2ccncc21 | ?
COc1ccc(NC(=O)Cn2cnc3sc(C)c(S(=O)(=O)N4CCN(C)CC4)c3c2=O)cc1Cl | 10%
COc1cc(Cl)ccc1C(=O)NC1CCN(c2cc(-c3ccc(F)cc3)[nH]n2)C1 (stereo not given) | i

These rows are one share of the data. The share of hits here may be higher or lower than overall.
